# From PubChem BioAssay
# GAA glycogen – qHTS Assay for Inhibitors and Activators of Human alpha-Glucosidase Cleavage of Glycogen; Lysosomal alpha-glucosidase (Homo sapiens), P10253; recombinant GAA, glycogen substrate, Amplex Red glucose oxidase fluorescence; Potency, µM (doses to about 76.4 µM), without a hit: at the highest dose activity change, negative = inhibition, most hits filed as inhibitors; actives 0.38% (n = 300,000); AID 2100, 2009;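 further: 0% = full enzyme reaction and -100% = no-enzyme basal signal; the screen sought inhibitors and activators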
#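 qHTS, 1536-well; enzyme 4 nM final; cpd up to 77 uM; substrate bovine liver glycogen 30 ug; 50 mM citrate/phosphate pH 5.0, 0.01% Tween-20; 37 C, 40 min; Amplex Red detection 45 min RT; Hill fit → AC50.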
# HttQ103 aggreg – qHTS Multiplex Assay to Identify Dual Action Probes in a Cell Model of Huntington: Aggregate Formation (GFP); PC12 HttQ103-GFP aggregates, Acumen cytometry, 40 h; Potency, µM (titrated, usually from 46.1 µM), for inactives: at the top dose activity change, negative = inhibition, actives largely listed as inhibitors; actives 1.1% (n = 220,000); AID 1688, 2009; further: on the % scale 0 is the no-effect control and ±100 the full control effect; nearly all actives have a fitted effect of over 60% in size
#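 PC12 cells with ecdysone-inducible HTT exon1 Q103-GFP, induced by 100 nM tebufenozide, given compounds in a concentration series. GFP aggregates (1–25 um, 6 SD above background) counted in lysates by laser-scanning cytometry, 488 nm excitation.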
# GAA spleen mod – qHTS Assay for Inhibitors and Activators of Human alpha-Glucosidase From Spleen Homogenate; AID 2112, 2009; actives 0.006% (n = 240,000); Potency, µM (series often up to 79.9 µM), for the others: at the top dose activity change, negative = inhibition, hits mostly inhibitors; human spleen homogenate, 4-MU-alpha-glucoside fluorescence;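 further: 0% = enzyme with vehicle and -100% = no enzyme basal signal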
#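 Human spleen homogenate (1 ug) with 4-methylumbelliferyl-alpha-D-glucopyranoside (1 mM final) in 50 mM citrate/phosphate pH 5.0, 0.01% Tween-20; 40 min at 37 C. Stopped at pH 10; 4-MU fluorescence Ex 365/Em 440 nm; AC50 by Hill fit.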
# GAA inhib – qHTS Assay for Inhibitors of Human alpha-Glucosidase as a Potential Chaperone Treatment of Pompe Disease; Lysosomal alpha-glucosidase (Homo sapiens), P10253; purified human GAA, 4-MU-alpha-glucoside fluorescence; Potency, µM (doses to about 76.9 µM), for inactives: at the highest dose activity change, negative = inhibition, actives largely listed as inhibitors; actives 0.005% (n = 200,000);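 further: plate controls were uninhibited enzyme wells for no effect and no-enzyme background for full effect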
#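 Fluorogenic assay: 4 nM human alpha-glucosidase with 400 uM 4-methylumbelliferyl-alpha-D-pyranoside in 50 mM citrate/phosphate, 0.005% Tween-20, pH 5.0, 20 min at room temperature. Compounds tested up to 77 uM; AC50 from Hill fits.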
# IMPase Li cell – qHTS Assay for Identifying the Cell-Membrane Permeable IMPase Inhibitors: Potentiation with Lithium; CHO-M1 cells, IP1 TR-FRET (IP-One), carbachol + lithium; Potency, µM (highest dose often 59.4 µM), inactives show at the top dose activity, negative = IMPase inhibition, hits mostly inhibitors; actives 0.35% (n = 210,000);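 further: IP1 builds up when IMPase is blocked and the TR-FRET signal falls; plate controls were basal vehicle for no effect and high inhibitor control for full effect; nearly all actives have a fitted effect of over 50% in size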
#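 CHO cells stably expressing M1 receptor (2000/well) were cultured 16–30 h, then exposed to compounds with a small lithium addition for 30 min at 37C. IP1 was measured by TR-FRET competition; AC50 from Hill fits.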
# HTT cytoprotect – qHTS Multiplex Assay to Identify Dual Action Probes in a Cell Model of Huntington: Cytoprotection (ATP) | PC12 HTT-Q103 induced, cytoprotection, ATP luminescence, 40 h | actives 0.14% (n = 230,000) | Potency, µM (doses to about 56.4 µM), without a hit: cytoprotection (ATP increase), hits mostly activators;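 further: % of control where 0% means no effect; nearly all actives have a fitted effect of over 45% in size; toxic huntingtin expression switched on by the ecdysone agonist tebufenozide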
#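 Rat PC12, Q103 Htt exon1-GFP fusion, ecdysone promoter; tebufenozide inducer 100 nM final; compound titration; qHTS, 1500 cells/well; ATPlite luminescent read.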
# GoLoco inh red – qHTS Assay for Inhibitors of RGS12 GoLoco Motif Activity (Red Fluorophore) | Guanine nucleotide-binding protein G(i) subunit alpha-1 (Homo sapiens), P63096 | Gai1:RGS12 GoLoco peptide FP, rhodamine, 10 min | Potency, µM (doses to about 61.6 µM), for inactives: at the top dose activity, negative = inhibition, usual class: inhibitors | actives 0.44% (n = 230,000) | AID 880, 2007; active means well fitted inhibition curve with a large enough effect, not every such curve was filed as active; inactive means no such curve, though single readings can be large or run the other way; further: on the % scale 0 is the no-effect control and ±100 the full control effect; nearly all actives have a fitted effect of over 30% in size; many of its hits are not listed in these tables
# Target sequence (P63096 whole entry, looked up): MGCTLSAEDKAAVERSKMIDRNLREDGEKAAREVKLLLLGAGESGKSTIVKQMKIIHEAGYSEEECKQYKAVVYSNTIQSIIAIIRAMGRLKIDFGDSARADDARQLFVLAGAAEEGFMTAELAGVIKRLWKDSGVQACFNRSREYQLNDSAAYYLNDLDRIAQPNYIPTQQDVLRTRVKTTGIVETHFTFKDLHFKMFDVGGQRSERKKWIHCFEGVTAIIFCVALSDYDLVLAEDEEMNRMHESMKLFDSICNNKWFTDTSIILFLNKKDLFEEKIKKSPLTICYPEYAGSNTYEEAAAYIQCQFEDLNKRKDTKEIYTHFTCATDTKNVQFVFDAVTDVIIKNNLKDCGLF
# Numbers without * were called inactive; ? = inconclusive; · = no result given; [ ] = dose if it differs, or a comment. Unless noted, the call rests on the fitted dose curve; in most records, active means well fitted curve in the direction sought with a large enough effect; inconclusive means small, poorly fitted or top-dose-only effect, or another doubt; inactive means no such curve, though single readings can be large; an effect the other way counts as inactive or inconclusive. Potency means the concentration at half of the fitted maximal effect. Some of the compounds tested (hit frequency here may not be typical).
# A first look:
SMILES,GAA glycogen,HttQ103 aggreg,GAA spleen mod,GAA inhib,IMPase Li cell,HTT cytoprotect,GoLoco inh red
CC(C)(C)n1nnnc1CN1CCC(NC(=O)NC2CCCCC2)CC1,-1%,3%,-7%,-4%,25%[38.3 µM],24%,8%
CC(=O)Nc1ccccc1OC(=O)N1CCOCC1,-6%,-10%,-7%,2%,26%[38.3 µM],-4%,-7%
COC(=O)c1c(NC(C)=O)csc1C,-4%,-20%[9.22 µM],-10%,-6%,·,0%[10 µM],-4%
CCC(C)NCCOCCOc1cc(C)c(Cl)c(C)c1 (centres undefined),-5%,-19%[9.22 µM],-1%,7%,21%,-54%[inhibitor],10%
NC(=O)CNC(=O)C1CCCc2c1[nH]c1ccc(Cl)cc21 (centres undefined),-6%,-22%,-5%,-2%,23%[38.3 µM],-5%[0.074 µM],-6%

# Main list, from the first entry:
SMILES,GAA glycogen,HttQ103 aggreg,GAA spleen mod,GAA inhib,IMPase Li cell,HTT cytoprotect,GoLoco inh red
CC(C)(C)n1nnnc1CN1CCC(NC(=O)NC2CCCCC2)CC1,-1%,3%,-7%,-4%,25%[38.3 µM],24%,8%
CC(=O)Nc1ccccc1OC(=O)N1CCOCC1,-6%,-10%,-7%,2%,26%[38.3 µM],-4%,-7%
COC(=O)c1c(NC(C)=O)csc1C,-4%,-20%[9.22 µM],-10%,-6%,·,0%[10 µM],-4%
CCC(C)NCCOCCOc1cc(C)c(Cl)c(C)c1 (centres undefined),-5%,-19%[9.22 µM],-1%,7%,21%,-54%[inhibitor],10%
NC(=O)CNC(=O)C1CCCc2c1[nH]c1ccc(Cl)cc21 (centres undefined),-6%,-22%,-5%,-2%,23%[38.3 µM],-5%[0.074 µM],-6%
Cc1cc(C(F)(F)F)nn1CC(=O)NCc1ccccc1,-6%,-1%[9.22 µM],-7%,0%,-5%[38.3 µM],5%,5%
CCOC(=O)NN1C(=O)c2ccccc2NC12CCCC2,3%,11%,1%,?,15%,14%,3%
CCC(Sc1nc(C)cc(C)n1)C(=O)Nc1cc(C)on1 (centres undefined),-12%,-3%[9.22 µM],-10%,-13%,7%,35%[10 µM],6%
Cc1sc2nc(C3CC3)nc(SCC(=O)N3CC(=O)Nc4ccccc43)c2c1C,1%,5%,-4%,?,28%[38.3 µM],-27%,15%
C[N+](C)(C)c1ncnc2c1ncn2[C@@H]1C[C@H](O)[C@@H](CO)O1,·,·,·,·,-9%,-8%[10 µM],4%[14.2 µM]
CC1(C)CC(=O)C2=C(C1)OC1=C(C(=O)CC(C)(C)C1)C2c1ccc(O)cc1O,-9%,?,-5%,?,-3%[38.3 µM],-87%[inhibitor],-14%
COC(=O)CSc1nc2cc3c(cc2cc1C#N)OCO3,0%,-8%,-2%,-3%,?,-9%,5%
CCOc1cc2oc(=O)c3c(c2cc1Cl)CCC3,3%,2%,8%,2%[15.4 µM],1%[38.3 µM],23%[1.9 µM],8%
Cc1cc(C)c2cc(CN(CCN3CCCC3)C(=O)Nc3ccc(F)cc3)c(=O)[nH]c2c1,?,?,-4%,-15%,6%[38.3 µM],-26%,27%
COc1ccccc1NC(=O)C(O)C(O)C(=O)Nc1ccccc1OC (centres undefined),4%,-1%,-5%,-1%,19%[38.3 µM],-3%,5%
CC(C)CCNC(=O)CNC(=S)N(Cc1ccccc1)Cc1cccnc1,2%,6%,-13%,2%,5%,-11%[10 µM],3%
O=C(CSc1nnnn1C1CCCCC1)Nc1cccc(NC(=O)c2ccco2)c1,-3%,2%,-4%,-5%,-6%[38.3 µM],3%[10 µM],-6%
COC(=O)[C@@H]1C[C@H]1[C@@H](N)c1ccccc1,·,·,5%,·,2%,3%,-5%
O=[N+]([O-])c1cc(C(F)(F)F)ccc1NCCCN1CCOCC1,2%,-6%,9%,-6%,7%,1%,6%
CCN1CCN(CCNC(=O)c2ccc(/C=C3/Sc4ccccc4N(Cc4cccc(Cl)c4)C3=O)cc2)CC1,9%,?,-8%,-12%,7%,-174%[inhibitor],12%
CCOCC(=O)Nc1cc(C(=O)Nc2ccc(F)cc2)ccc1Cl,-6%,15%[9.22 µM],-11%,9%,5%,1%[10 µM],3%
CCOC(=O)C1CCN(S(=O)(=O)c2ccc3[nH]c(=O)oc3c2)CC1,7%,4%,-6%,-20%,14%[38.3 µM],-26%,29%
O=C(NCCO)c1cc([N+](=O)[O-])cc2c1C=Cc1ccccc1O2,-1%,29%,·,-4%,-6%,-12%,-12%
N#Cc1ccc(CSc2nnc(NC(=O)c3ccc(=O)[nH]c3)s2)cc1,-5%,-15%[9.22 µM],0%,-11%,·,6%[10 µM],13%
COc1ccc(/C=C/c2nc(-c3ccccc3O)n[nH]2)cc1OC,0%,-11%,-2%,1%,14%,-12%[10 µM],10%
COc1ccccc1C1C(C(=O)c2cc3ccccc3o2)=C(O)C(=O)N1CCN(C)C (centres undefined),-3%,?,-18%,0%,8.9µM*,-2%[0.074 µM],12%
Nc1ccc(C(=O)Nc2ccc3nc(-c4cccnc4)[nH]c3c2)cc1,4%,-11%,2%,-1%,4%[38.3 µM],-32%,10%
CCN(CCNC(=O)CN1CCN(Cc2ccc(Cl)cc2)C1=O)c1ccccc1,3%,-2%,-7%,?,29%[38.3 µM],-8%,-5%
CCOc1ccc(C2CC(c3ccc(OC)c(OC)c3)n3nc(N)nc3N2)cc1 (centres undefined),4%,17%,4%,2%,-1%,24%[10 µM],2%
CC(=O)N1CCc2cc(S(=O)(=O)NC(C(=O)NCc3ccccc3)C(C)C)ccc21 (centres undefined),4%,18%,-4%,?,25%[38.3 µM],24%[10 µM],7%
CCOC(=O)N1CCC(N2CCN(Cc3ccc(C)o3)C(CCO)C2)CC1 (centres undefined),0%,2%[9.22 µM],4%,-29%,11%,-7%[10 µM],1%
O=S(=O)(NC1CCCCC1Sc1ncccn1)c1ccccc1 (centres undefined),0%,14%,0%,-2%,-4%,18%[10 µM],8%
COC(=O)Cn1c(=NC(=O)CSC(C)=O)sc2ccccc21,3%,14%,3%,-1%,8%,41%[10 µM],4%
C[C@@H]1C[C@H](Nc2ccccc2)c2ccccc2N1C(=O)c1cccnc1,-1%,-6%,-4%,-2%,25%[38.3 µM],-8%,9%
CC(C)Cc1cc(C(=O)Nc2cc(C(F)(F)F)ccc2Cl)no1,2%,7%,-7%,-4%,43%[activator][38.3 µM],3%,-6%
CC(C)(C)c1ccc(S(=O)(=O)N2CCC(c3nc4ccc(Cl)cc4[nH]3)CC2)cc1,-7%,?,-4%,-15%,15%,-3%[1.9 µM],6%
FC(F)(F)c1cc(N2CCNCC2)c2ccccc2n1,3%,0%[9.22 µM],-1%,·,·,11%[10 µM],-6%
O=C(c1c(O)c2ccccc2oc1=O)C1CCC1,4%,0%,0%,2%,-4%[38.3 µM],-9%,0%
CCCCC(=O)Nc1ccc(C(=O)Nc2ccc3c(c2)OCO3)cc1,8%,15%,-13%,-9%,17%[38.3 µM],3%,3%
CC(C)(C)c1cc(=O)[nH]c(SCc2ccccc2)n1,4%,-3%,0%,-3%,1%,-18%,-1%
COc1ccc(CSc2nnc(NC(C)=O)s2)cc1[N+](=O)[O-],-9%,-4%[9.22 µM],-4%,12%,0%,0%[10 µM],15%
CCCCC#Cc1cncc(C(=O)NN)c1,-27%,-10%[9.22 µM],-3%,·,·,2%[10 µM],8%
Cn1ccnc1SCC(=O)n1c2c(c3ccccc31)CCCC2,2%,-7%,-15%,7%,-2%,-4%[10 µM],-4%
O=[N+]([O-])c1ccccc1OCCOCCOc1cccc2cccnc12,9%,4%,-8%,-4%,-5%,·,4%
COc1ccccc1N1CCN(CC2CN3C(=O)N(C)c4ccccc4C3=N2)CC1 (centres undefined),·,·,-4%,·,22%,-35%[inhibitor],0%
Cc1cc(Nc2ccccc2F)n2nc(C)nc2n1,-3%,-13%,-7%,5%,8%,-11%,-9%
CC(C)(C)C(=O)O/N=C(\N)c1ccc(Oc2cc(Cl)cc(Cl)c2)c([N+](=O)[O-])c1,4%,0%[9.22 µM],-6%,·,·,-1%[10 µM],3%
CCCCN(C)Cc1c(C)[nH]c2ccc(C)cc2c1=O,3%,13%,-5%,12%,16%[38.3 µM],17%,6%
CCCCN(CCNP(=O)(OCC)OCC)CP(=O)(OCC)OCC,5%,22%,5%,-12%,-9%[38.3 µM],-5%,-7%
CCOC(=O)CN1N=C(/C=C/c2ccc(OC)cc2)CCC1=O,5%,0%,-12%,?,-7%[38.3 µM],-5%,-3%
# The list continues.
SMILES,GAA glycogen,HttQ103 aggreg,GAA spleen mod,GAA inhib,IMPase Li cell,HTT cytoprotect,GoLoco inh red
CC1OC(Nc2ccc(OC(F)(F)F)cc2)C(O)C(O)C1O (centres undefined),-1%,-5%,-7%,-8%,1%[38.3 µM],-31%,11%
CN1CCN(c2ccc([N+](=O)[O-])cc2/C=N/NC(=O)c2cccc([N+](=O)[O-])c2)CC1,-18%,9%,-4%,-6%,14%,·,1%
O=C(CSc1nnc(CNc2ccc(F)cc2)o1)OC1CCCCC1,-5%,9%,2%,-1%,0%[38.3 µM],-8%,7%
CN=C(NC(=O)Nc1c(C)cccc1C)NC(=O)Nc1c(C)cccc1C,-8%,-8%,·,4%,5%,-12%,4%
CN(C)c1ccc(C(=O)n2nnc3ccccc32)cc1,-14%,?,-1%,-18%,28%[38.3 µM],-6%,-3%
CC(=O)Cc1nsc(NC(=O)c2cn(-c3ccccc3)nc2-c2ccc(Br)cc2)n1,4%,4%,3%,-9%,23%[38.3 µM],-8%,0%
CC(C)(C)C1CCC(=NNC(=O)c2cc(-c3ccccc3)n[nH]2)CC1 (centres undefined),-26%,14%,2%,?,0%,0%[10 µM],11%
COC(=O)[C@H](CC(C)C)NC(=O)Nc1ccc2c(c1)OCCO2,10%,10%,-2%,3%,-1%[38.3 µM],-26%[0.074 µM],4%
O=C(CCN1C(=O)c2ccccc2C1=O)Nc1cc(F)ccc1F,4%,32%,1%,-5%,14%[38.3 µM],-4%,-8%
